From PubChem
yeast bub3 = NCI yeast anticancer drug screen, S. cerevisiae bub3 mutant strain. % growth inhibition at 50 µM. actives 9.9% (n = 78,000). AID 167;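 further: 0% = growth of vehicle-only cultures of the same strain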
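Whole-cell yeast assay. The mutant strain was incubated with compounds, and growth inhibition was determined by comparison with vehicle-treated cells.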
sgs1 mgt1 = NCI yeast anticancer drug screen, S. cerevisiae sgs1 mgt1 strain; growth inhibition, % at 50 µM; actives 10% (n = 78,000); AID 161;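 further: 0% = growth of vehicle-only cultures of the same strain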
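Growth of a repair-deficient yeast mutant was monitored after compound treatment and expressed as inhibition relative to vehicle-treated cultures.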
yeast rad50 = NCI yeast anticancer drug screen, S. cerevisiae rad50 strain. % growth inhibition at 50 µM. actives 10% (n = 79,000). AID 155;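 further: 0% = growth of vehicle-only cultures of the same strain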
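Inhibition values express reduced yeast growth in compound-treated cultures relative to vehicle-treated controls.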
yeast mlh1 rad18 = NCI yeast anticancer drug screen, S. cerevisiae mlh1 rad18 strain | % growth inhibition at 50 µM | actives 11% (n = 79,000) | AID 175;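 further: 0% = growth of vehicle-only cultures of the same strain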
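Cells of a genetically altered yeast strain, deficient in DNA damage repair, were treated with compound. Their growth was then compared with that of vehicle-treated cultures to give inhibition.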
yeast cln2 rad14 = NCI yeast anticancer drug screen, S. cerevisiae cln2 rad14 strain; growth inhibition, % at 50 µM; AID 165; actives 8.3% (n = 78,000);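 further: 0% = growth of vehicle-only cultures of the same strain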
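Growth of compound-exposed yeast (cln2 rad14 genotype) measured and expressed as inhibition relative to vehicle.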
mec2-1 = NCI yeast anticancer drug screen, S. cerevisiae mec2-1 strain; % growth inhibition at 50 µM; actives 9% (n = 79,000); AID 157;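 further: 0% = growth of vehicle-only cultures of the same strain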
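mec2-1 yeast strain, carrying an alteration in DNA damage repair or cell cycle control, was exposed to compounds; growth inhibition was measured relative to vehicle-treated controls.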
* marks the source's active call; other numbers are inactive results; & = joins results of further samples; ! = not active in a repeat. No stated cut-off is given here; in the data, active means growth inhibition above about 70%; inactive means the rest.

Key to letters – A = yeast bub3; B = sgs1 mgt1; C = yeast rad50; D = yeast mlh1 rad18; E = yeast cln2 rad14; F = mec2-1
CC1=C(C(=O)NCc2ccccc2)C(c2ccccc2F)C(C(=O)NCc2ccccc2)=C(C)N1
  A: 5.8	B: -6.9	C: 20.1	D: 9.8	E: 27.2	F: 0.7

O=NN(CCCl)C(=S)Nc1ccccc1
  A: 5.2	B: 1.9	C: -3.4	D: 11.2	E: 35.7	F: -5.9

COc1c(NC(=O)Nc2ccc(SC)cc2)cccc1[N+](=O)[O-]
  A: 41.3	B: 23.6	C: 2.4	D: 9.7	E: 5.1	F: 15.6

CC1(C)NC(=O)c2cccnc2S1
  A: -0.1	B: 5.0	C: 13.1	D: 3.7	E: 9.3	F: 16.6

CN(C)Cc1ccc2ccccc2c1CC(O)(c1ccccc1)c1ccccc1
  A: 0.8	B: 9.6	C: 26.3	D: 7.3	E: 2.2	F: -2.0

CC1=C(C(=O)CC(=O)C(=O)Nc2ccc(C)cc2)Sc2ccccc2N1
  A: -9.1	B: -16.4	C: -7.3	D: -8.2	E: 21.9	F: 21.1

C=C(C)[C@@H]1CC[C@]2(CO)CC[C@]3(C)[C@H](CC[C@@H]4[C@@]5(C)CC[C@H](O)C(C)(C)[C@@H]5CC[C@]43C)[C@@H]12
  A: -11.7	B: -18.1	C: 15.6	D: 29.1	E: 11.8	F: -4.3

CC1=C(C(=O)Nc2cc(C)ccc2C)C(c2cccc([N+](=O)[O-])c2)C(C(=O)Nc2cc(C)ccc2C)=C(C)N1
  A: 29.6	B: 26.7	C: -12.3	D: 31.6	E: 19.2	F: 34.5

O=C(NCc1ccccc1)C1C(=O)C(=O)N(Cc2ccccc2)C1=O (stereo not drawn)
  A: -3.5&-8.8	B: -8.4&-12.2	C: 4.5&-29.4	D: 2.6&-36.0	E: 14.0&2.0	F: 0.8&-22.6

CC(=O)NC(CCCCN(Cc1ccccc1)C(=O)N(C)N=O)C(=O)NCc1ccccc1 (stereo not drawn)
  A: -22.9	B: 24.4	C: 0.3	D: -6.4	E: -0.1	F: -6.7

CC(CNC(N)=O)(CNC(N)=O)c1ccccc1
  A: -0.5	B: -11.8	C: -4.8	D: -25.1	E: -21.6	F: -9.1

COc1cc(C)cc2c1C(C)(C)CCC2(C)C
  A: 16.0	B: -5.8	C: 5.4	D: -0.7	E: -7.2	F: -24.6

CC(=O)NCc1nc(C#N)c(N)o1
  A: -19.3	B: -23.1	C: -4.9	D: -33.1	E: -3.3	F: -7.8

CCOC(=O)c1oc2ccc3ccccc3c2c1C
  A: 57.5	B: 25.9	C: -5.5	D: 51.8	E: -23.7	F: 22.4

CC12CCC(CC1=O)C2(C)CC#N (stereo not drawn)
  A: 18.9	B: 20.7	C: 14.7	D: 15.1	E: 7.6	F: 6.0

COc1ccccc1NC(=O)C(N=Nc1ccc(-c2nc3ccc(C)c(S(=O)(=O)O)c3s2)cc1S(=O)(=O)O)C(C)=O (stereo not drawn)
  A: 4.2	B: 12.6	C: 3.0	D: 10.0	E: 12.2	F: -3.8

N#Cc1cnn2ccn(C3OC(CO)C(O)C3O)c12 (stereo not drawn)
  A: -5.5	B: -18.9	C: -42.8	D: 14.9	E: -22.6	F: -14.2

O=C1CCC2(c3ccccc3)Nc3ncccc3N12 (stereo not drawn)
  A: 23.0	B: 6.6	C: 33.0	D: 27.8	E: 3.9	F: 2.8

Cn1ncc2c(N)[nH]c(=O)nc21
  A: -0.7	B: 22.8	C: 19.4	D: 13.2	E: 7.3	F: -3.5

COc1ccc(C2(C=O)CN(C)CN2)cc1 (stereo not drawn)
  A: -13.8	B: -14.7	C: -7.2	D: -7.2	E: -21.2	F: -4.0

CC1(C)C(c2ccccc2)=Nc2ccccc21
  A: 96.7*	B: 32.5	C: 34.1	D: 86.2*	E: 38.0	F: 92.6*

O=[N+]([O-])c1c(Nc2ccccc2)ncnc1Nc1ccccc1
  A: -10.6	B: -9.6	C: -33.9	D: 1.1	E: 3.5	F: -15.9

Nc1nc(-c2cccnc2)nc(N)c1N=O
  A: 91.1*	B: 70.6*	C: 61.4	D: 79.1*	E: 66.5	F: 79.2*

O=C1C(O)=CC(=C(c2ccccc2)c2ccccc2)c2cc(Br)ccc21
  A: 11.4	B: 44.4	C: 33.7	D: 34.1	E: 8.9	F: 26.2

C/C=C/C1=C(Cl)C(=O)[C@@H](Cl)[C@@]1(O)C(=O)OC
  A: 87.3*	B: 91.0*	C: 87.0*	D: 90.2*	E: 79.2*	F: 90.1*

The closing 2 compounds of the part above lead into the next.
Key to letters – A = yeast bub3; B = sgs1 mgt1; C = yeast rad50; D = yeast mlh1 rad18; E = yeast cln2 rad14; F = mec2-1
O=C1C(O)=CC(=C(c2ccccc2)c2ccccc2)c2cc(Br)ccc21
  A: 11.4	B: 44.4	C: 33.7	D: 34.1	E: 8.9	F: 26.2

C/C=C/C1=C(Cl)C(=O)[C@@H](Cl)[C@@]1(O)C(=O)OC
  A: 87.3*	B: 91.0*	C: 87.0*	D: 90.2*	E: 79.2*	F: 90.1*

COc1nc(NC2OC(CO)C(O)C(O)C2O)c(I)c(=O)[nH]1 (stereo not drawn)
  A: -4.8	B: 2.0	C: 5.3	D: 21.8	E: -6.2	F: -3.4

CC(=O)CC(=O)N(C)Cc1ccccc1
  A: -23.1	B: 9.8	C: -12.2	D: 8.3	E: 16.1	F: -41.7

Cc1ccc(C)n1CCCCCCCn1c(C)ccc1C
  A: 25.1	B: 5.2	C: -24.7	D: -9.8	E: -22.8	F: -3.5

O=C(NCC(=O)N1CCCC1C(=O)OC(=O)C1CCCN1C(=O)CNC(=O)OCc1ccccc1)OCc1ccccc1 (stereo not drawn)
  A: 18.2	B: 4.3	C: 44.3	D: -28.1	E: 16.2	F: 1.2

COc1ccc(OC)c(NC(=O)Oc2ccc(Br)cc2Br)c1
  A: -8.1	B: 27.8	C: 25.8	D: 21.4	E: -38.6	F: 19.4

CN1CCN=C1c1ccc(NC(=O)Nc2ccc(NC(=O)Nc3ccc(C4=NCCN4C)cc3)cc2)cc1
  A: 92.0*	B: 90.0*	C: 84.8*	D: 93.8*	E: 50.8	F: 86.5*

CC1OC(Cl)CC(NC(=O)C(F)(F)F)C1OC(=O)C(F)(F)F (stereo not drawn)
  A: 14.2	B: -5.5	C: -0.6	D: 13.9	E: -17.8	F: -1.7

CCOC(=O)CC1CCC(CCCCC2CCC(CC(=O)OCC)CC2)CC1 (stereo not drawn)
  A: 22.2	B: 80.0*	C: 76.0*	D: 45.2	E: 57.4	F: 44.5

CC(C)n1nnnc1-c1ccccc1
  A: -3.1	B: 2.0	C: -6.5	D: 1.1	E: -15.9	F: -8.5

O=C(C=C(C(F)(F)F)C(F)(F)F)/C=C/c1ccccc1
  A: 99.3*	B: 99.5*	C: 99.5*	D: 99.4*	E: 99.5*	F: 99.7*

Cc1ccc(S(=O)(=O)OCC(=O)O)cc1
  A: -42.4	B: -30.2	C: -1.9	D: 8.3	E: -21.4	F: -6.8

CNC(=O)OCc1c(COC(=O)NC)c(-c2ccc(OC)cc2)n2c1CCC2
  A: 48.4	B: 70.9*	C: 28.4	D: 92.6*	E: 73.7*	F: 74.9*

CSc1nc2ncnc(NCc3ccc(Cl)cc3)c2[nH]1
  A: -7.5	B: -4.1	C: -11.0	D: -35.7	E: -43.3	F: -4.3

O=C(O)c1ccccc1C(=O)OCc1ccccc1
  A: 8.2	B: 6.2	C: -0.1	D: 11.9	E: -11.2	F: 16.1

COC(O)C12OC3CO[Si](C(C)C)(C(C)C)O[Si](C(C)C)(C(C)C)OC3C1Oc1nc(=O)ccn12 (stereo not drawn)
  A: 87.5*	B: 86.5*	C: 88.7*	D: -69.8	E: 86.7*	F: 91.7*

CC(=O)Nc1ccc2c(c1)CN1C(=O)c3ccccc3C1=N2
  A: -0.9	B: -9.2	C: -4.2	D: -7.7	E: -0.3	F: 0.8

CCn1c2ccc(N)cc2c2c(N)c(-n3cccc3)ccc21
  A: 87.5*	B: 97.5*	C: 94.5*	D: 91.5*	E: 61.9	F: 64.2

OCc1cnccc1Br
  A: 13.2	B: 1.7	C: -0.7	D: 6.2	E: -32.1	F: -3.5

COC(=O)C(=O)C(C(=O)OC)C(=O)C(=O)Nc1cc(Cl)c(C)cc1S(=O)(=O)O (stereo not drawn)
  A: -24.9	B: -29.4	C: -7.8	D: -13.2	E: -2.6	F: -28.9

CC1=Cc2cccc(C)c2C(=O)C1=O
  A: 93.8*	B: 94.5*	C: 93.6*	D: 93.2*	E: 92.8*	F: 95.2*

Cc1ccc(-c2n[nH]c(=O)n2/N=C\c2ccccc2O)cc1
  A: 14.6	B: 15.2	C: 44.1	D: -9.6	E: 36.6	F: 34.2

CC(=O)NC(C)C(=O)NC1C(C)OC(=O)C2=C(O)CC(O)C(O)C21 (stereo not drawn)
  A: -11.4	B: -0.7	C: 8.5	D: 1.1	E: -12.2	F: 21.9

CCOC(=O)c1c[nH]c2cc3ccccc3cc2c1=O
  A: 2.1	B: -27.0	C: -0.7	D: 5.2	E: 6.3	F: -8.5

CC(=O)OC1C=C2CCC(C)C(C)C2(C)CC1 (stereo not drawn)
  A: -11.9	B: -11.4	C: -1.9	D: 24.9	E: 6.7	F: -2.4

O=C(O)c1cccc2c1C(=O)c1c(O)cccc1C2=O
  A: 13.2	B: 42.4	C: 35.9	D: 30.2	E: 25.9	F: 19.9

O=C(OCc1ccccc1)c1ccccc1
  A: 28.1	B: 10.8	C: 18.9	D: 51.9	E: -13.3	F: 3.0

C=C(C)c1nc(N)nc(-c2cccc(-c3nc(N)nc(C(=C)C)n3)c2)n1
  A: -11.0	B: 0.2	C: -8.2	D: -0.8	E: -67.6	F: -8.3

C1CNC(SCCOCCOCCSC2=NCCN2)=N1
  A: 20.5	B: 18.7	C: 17.9	D: 43.5	E: -42.5	F: 8.8

COc1cc([N+](=O)[O-])ccc1N=Cc1cccs1
  A: 18.3	B: 34.0	C: 19.4	D: 27.9	E: 0.2	F: 22.8

CC1=CC(=Nc2ccc(N(C)C)cc2)C=CC1=O
  A: 21.4&-7.0	B: 84.1*!	C: 78.8*!	D: 66.2&16.4	E: 33.5&-4.5	F: 46.4&10.2

c1ccc2c(c1)c1c(n2CCOCCN2CCCC2)CCCC1
  A: 0.0	B: 2.5	C: 21.6	D: -55.8	E: 27.0	F: 2.6

CCOC(C)C(=O)C=O (stereo not drawn)
  A: -13.4	B: -17.2	C: -17.9	D: -8.4	E: -4.5	F: -13.6

COc1ccc2c(c1OC)C(C(Cl)(Cl)Cl)N1CCc3cc4c(cc3C1=C2)OCO4 (stereo not drawn)
  A: 80.8*	B: 78.4*	C: 67.2	D: 62.1	E: 80.0*	F: 74.5*

CCc1cccc(CC)c1NC(=O)CS
  A: 97.8*	B: 61.7	C: 98.0*	D: 98.0*	E: 95.8*	F: 97.7*

Cc1cc[n+](CC(=O)CCc2ccc(C(=O)C[n+]3ccc(C)cc3)cc2)cc1
  A: -4.0	B: 34.3	C: 41.1	D: 11.1	E: -6.4	F: -1.9

O=C(Nc1ccc([N+](=O)[O-])cc1)C(=O)C(C(=O)c1ccccc1F)C1OC(=O)c2ccccc21 (stereo not drawn)
  A: 10.2	B: 16.5	C: 9.0	D: 2.0	E: 3.9	F: 11.5

N#CC(C(=O)C(=O)Nc1cccc(Cl)c1)c1ccccc1 (stereo not drawn)
  A: -11.8	B: -19.0	C: -4.5	D: -4.2	E: -89.1	F: -6.9

O=C(O)c1cc(-c2ccc(-c3ccccc3)cc2)nc2cc3ccccc3cc12
  A: -54.9	B: -2.1	C: -15.7	D: 22.0	E: -20.6	F: -3.9

O=[N+]([O-])c1ccn(Cc2ccccc2)c1
  A: -14.2	B: 5.7	C: -6.2	D: 9.5	E: -41.5	F: 3.0

COCCNC(=O)C(C)O (stereo not drawn)
  A: 17.1	B: -4.9	C: 1.7	D: 6.2	E: 19.2	F: 4.0

Cc1cc(C)c(S(=O)(=O)O)cc1C
  A: -0.7	B: -9.7	C: 4.9	D: 6.9	E: 1.6	F: -19.1

OCC(F)(F)C(F)(F)C(F)(F)C(F)(F)C(F)(F)C(F)(F)C(F)(F)C(F)(F)C(F)(F)C(F)F
  A: 14.2	B: 1.1	C: 0.1	D: -9.4	E: -4.8	F: 8.6

CCCCN(CCO)CCNc1ccc(C)c2sc3ccccc3c(=O)c12
  A: 99.6*	B: 99.6*	C: 99.7*	D: 95.5*	E: 99.7*	F: 99.8*

CCOC(=O)c1nnsc1N/N=C\c1ccc([N+](=O)[O-])cc1
  A: -19.5	B: -25.7	C: -5.0	D: 14.3	E: 12.3	F: -15.0

Cc1cccc(Nc2nc3ccccc3nc2NS(=O)(=O)c2ccc(N)cc2)c1
  A: 2.7	B: 8.4	C: -11.4	D: -49.2	E: 8.7	F: -12.2

NC(=S)N/N=C/c1cc(=O)c2cc(Cl)ccc2o1
  A: 8.0	B: 42.3	C: -0.1	D: 55.0	E: 45.8	F: 11.8

CCCCC1SC2=NCCN2C1(O)c1ccc(Cl)cc1 (stereo not drawn)
  A: 31.3	B: 28.9	C: 14.6	D: 26.5	E: 18.0	F: 3.5
